# From PubChem BioAssay
# KDM5B inhibitor: KDM5B demethylase inhibition. KDM5B demethylase, FDH-coupled NADH fluorescence (FDH is formaldehyde dehydrogenase). Potency, µM (titrated, usually from 57.7 µM), for the others: at the top dose activity change, negative = inhibition, usual class: inhibitors. hit rate 2.6% among 220,000. AID 1347165; active means well fitted inhibition curve with a large enough effect; inconclusive means small, poorly fitted or top-dose-only effect; inactive means no such curve, though single readings can be large or run the other way; further: 0% is about no effect; nearly all actives have a fitted effect of over 70% in size
# Target sequence (Q9UGL1 whole entry, looked up): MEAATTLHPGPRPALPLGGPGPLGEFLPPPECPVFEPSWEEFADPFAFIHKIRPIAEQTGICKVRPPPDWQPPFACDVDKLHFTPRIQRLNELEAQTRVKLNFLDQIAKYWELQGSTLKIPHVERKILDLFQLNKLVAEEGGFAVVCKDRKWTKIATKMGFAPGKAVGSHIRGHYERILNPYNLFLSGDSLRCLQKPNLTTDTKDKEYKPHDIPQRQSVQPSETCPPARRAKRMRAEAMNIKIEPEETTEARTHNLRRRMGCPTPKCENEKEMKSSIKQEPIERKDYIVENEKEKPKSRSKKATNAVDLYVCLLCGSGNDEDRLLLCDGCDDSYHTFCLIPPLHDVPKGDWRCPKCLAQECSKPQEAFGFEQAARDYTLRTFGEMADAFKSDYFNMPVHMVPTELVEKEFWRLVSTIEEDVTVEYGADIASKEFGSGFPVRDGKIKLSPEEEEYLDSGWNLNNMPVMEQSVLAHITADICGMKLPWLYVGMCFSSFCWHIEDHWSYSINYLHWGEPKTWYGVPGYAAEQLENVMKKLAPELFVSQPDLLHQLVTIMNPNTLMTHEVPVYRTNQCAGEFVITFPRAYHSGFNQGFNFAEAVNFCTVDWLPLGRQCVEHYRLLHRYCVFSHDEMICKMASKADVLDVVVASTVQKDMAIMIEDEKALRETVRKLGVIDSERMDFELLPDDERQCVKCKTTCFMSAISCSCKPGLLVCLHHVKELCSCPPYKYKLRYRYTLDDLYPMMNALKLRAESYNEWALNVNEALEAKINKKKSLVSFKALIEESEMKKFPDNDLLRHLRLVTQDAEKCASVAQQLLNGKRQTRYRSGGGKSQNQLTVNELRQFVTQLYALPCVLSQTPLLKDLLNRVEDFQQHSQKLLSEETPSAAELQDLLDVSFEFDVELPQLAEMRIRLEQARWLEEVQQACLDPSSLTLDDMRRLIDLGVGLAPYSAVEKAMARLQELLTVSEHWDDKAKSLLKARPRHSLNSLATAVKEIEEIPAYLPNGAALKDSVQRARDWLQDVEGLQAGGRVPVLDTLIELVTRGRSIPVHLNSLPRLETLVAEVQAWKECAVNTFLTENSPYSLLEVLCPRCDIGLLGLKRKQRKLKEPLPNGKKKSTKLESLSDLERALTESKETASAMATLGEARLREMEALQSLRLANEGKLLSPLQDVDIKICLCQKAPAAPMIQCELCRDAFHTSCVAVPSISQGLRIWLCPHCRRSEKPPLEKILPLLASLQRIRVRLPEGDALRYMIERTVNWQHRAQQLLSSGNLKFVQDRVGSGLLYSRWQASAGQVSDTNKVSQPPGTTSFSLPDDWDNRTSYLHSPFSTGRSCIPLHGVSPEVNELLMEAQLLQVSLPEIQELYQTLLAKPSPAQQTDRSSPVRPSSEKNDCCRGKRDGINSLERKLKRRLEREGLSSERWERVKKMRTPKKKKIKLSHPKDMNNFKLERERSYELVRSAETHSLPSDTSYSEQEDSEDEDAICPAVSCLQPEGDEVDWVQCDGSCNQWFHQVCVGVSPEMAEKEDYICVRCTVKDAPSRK
#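 Inhibition is measured as reduced NADH fluorescence generation from FDH coupling to formaldehyde release. Truncated KDM5BΔAP at 200 nM final acts on H3K4me3 peptide (12.5 µM in substrate mix) in pH 7.5 HEPES buffer with Tween-20, 30 min, room temperature.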
# An asterisk follows results filed as active; i = inactive; ? = inconclusive; [ ] = dose if it differs, or a comment. Potency means the concentration at half of the fitted maximal effect. Not all compounds are listed; rates above refer to the full screens.
SMILES,KDM5B inhibitor
COc1ccc(C(=O)N2CC(=O)Nc3ccc(C)cc3C2c2ccccc2)c(OC)c1 (stereo unspecified),-8.7%
COc1ccc(NC(=O)CSC2=NC3(CCCCC3)Nc3ccccc32)cc1Cl,?
COc1ccc(C(=O)N/C(=C\c2ccc(-c3cccc(C(F)(F)F)c3)o2)C(=O)NC(C)C)cc1,4.7%
COc1cc(NC(=O)CSc2cc(=O)n(C)c3ccccc23)cc(OC)c1OC,-13.3%
COc1cccc(NC(=O)C(C)Sc2nncn2-c2ccccc2)c1 (stereo unspecified),-14.6%
CC(=O)N1CCN(C(=O)COc2ccc(N(C)S(=O)(=O)c3cccs3)cc2)CC1,25.6%
CC1CCCCC1NC(=O)c1cc(S(=O)(=O)N2CCCCC2)ccc1N1CCOCC1 (stereo unspecified),23.0%
CCCSc1nnc2n(C)c(=O)c3c(n12)-c1ccccc1CC31CCCCC1,9.6%
CNC(=O)N1CCC(C2CCN(C(=O)c3c(F)cccc3Cl)C2)CC1 (stereo unspecified),14.2%
O=C(Nc1sc2c(c1C(=O)O)CCCC2)c1cccnc1,2.2%

# The last 3 entries of the section before open the next one:
SMILES,KDM5B inhibitor
CCCSc1nnc2n(C)c(=O)c3c(n12)-c1ccccc1CC31CCCCC1,9.6%
CNC(=O)N1CCC(C2CCN(C(=O)c3c(F)cccc3Cl)C2)CC1 (stereo unspecified),14.2%
O=C(Nc1sc2c(c1C(=O)O)CCCC2)c1cccnc1,2.2%
CCCc1nnc(NC(=O)c2ccc(S(=O)(=O)N(C)c3ccccc3OC)cc2)s1,-9.4%
Cn1c(CNCC2(COc3cccnc3)C[C@@H](O)[C@@H](O)C2)nc2ccccc21 (stereo partly specified),-17.9%
Cc1ccc2[nH]c3c(=O)n(CC(=O)NCc4ccco4)ncc3c2c1,?
O=C(c1ccccc1)N1CCc2nc(C3CC3)nc(-c3ccc(Cl)cc3)c2C1,-8.7%[115 µM]
COc1ccc(Cl)cc1NC(=O)c1ccc2nc(Cc3ccccc3)oc2c1,?
CC1CCN(CCNC(=O)c2ccc(Cn3c(SCc4ccccc4)nc4cccnc43)cc2)CC1,?
CN1Cc2cccn2CC1CNC(=O)c1nn(C)c2ccccc12 (stereo unspecified),15.8µM*
CN(Cc1cnccn1)C(=O)[C@H]1CCC[C@@H](O)C1,-1.0%
CCn1nc(C(=O)Nc2nc(-c3cccs3)cs2)c2ccccc2c1=O,1.9%
O=C(COc1ccc(-n2cnnn2)cc1)N1CCN(S(=O)(=O)c2ccc3ccccc3c2)CC1,13.3%

# Overlap with the part before: 5 compounds, then new ones.
SMILES,KDM5B inhibitor
CC1CCN(CCNC(=O)c2ccc(Cn3c(SCc4ccccc4)nc4cccnc43)cc2)CC1,?
CN1Cc2cccn2CC1CNC(=O)c1nn(C)c2ccccc12 (stereo unspecified),15.8µM*
CN(Cc1cnccn1)C(=O)[C@H]1CCC[C@@H](O)C1,-1.0%
CCn1nc(C(=O)Nc2nc(-c3cccs3)cs2)c2ccccc2c1=O,1.9%
O=C(COc1ccc(-n2cnnn2)cc1)N1CCN(S(=O)(=O)c2ccc3ccccc3c2)CC1,13.3%
CC(=O)Nc1ccc(S(=O)(=O)N2CCCC(C(=O)Nc3cccc4ncccc34)C2)cc1 (stereo unspecified),6.9%
Cc1c(C#N)c(NC(=O)CN2CCC(C(=O)N3CCCCCC3)CC2)n(C2CCCCC2)c1C,13.5%
COCC(=O)N1CCC(Oc2ccccc2-c2nc(C3CCOCC3)no2)C1 (stereo unspecified),?
O=C(Nc1ncc(-c2cccc(F)c2)c2c1OCC2)c1ccc(Cl)cc1,?
CCN(C(=O)Cn1nc(Cc2ccncc2)c2ccccc2c1=O)c1cccc(C(F)(F)F)c1,?
COc1cccc(CC(=O)N2CC(CO)C3(CCNCC3)C2)c1 (stereo unspecified),7.1%
CCOC(=O)c1c(C)c2ccccc2n2cc(CN3CCOCC3)c(C#N)c12,?
CSCc1ccc(N2CCC(C(C)N3CCCC3)CC2)nc1 (stereo unspecified),?
C/C(=N/NC(=S)NC(C)C)c1ccc(Cl)cc1Cl,15.9%
O=C(c1cccs1)N1CCCc2cc(NS(=O)(=O)c3ccc(Cl)cc3)ccc21,-17.4%
O=C(O)CCC(=O)c1ccc(Cl)s1,?
Cc1[nH]c(=O)c(C#N)c(C)c1CCC(=O)N(C)CC(=O)Nc1ccc(Cl)c(Cl)c1,-17.2%
COC(=O)c1ccccc1N=Nc1c(C)[nH][nH]c1=O,28.8%
Cc1c(Cl)cccc1NC(=O)Cn1cnc(S(=O)(=O)N2CCCC2)c1,11.2%
CC(=O)Nc1ccc(S(=O)(=O)[C@H]2CS(=O)(=O)C[C@@H]2N2CCN(C(C)=O)CC2)cc1,13.1%
Cc1ccc2onc(CNC(=O)NCc3cccc(Cl)c3)c2c1,8.1%
CC1CCCCN1CCNC(=O)c1cc2c(s1)-c1ccccc1OC2 (stereo unspecified),i
O=C(NC[C@H]1OC[C@@H](NC2CCCC2)[C@@H]1O)c1cccs1,11.2%[86.2 µM]
CN(c1ccccc1)S(=O)(=O)c1nnc(NC(=O)C2CCCCC2)s1,-3.5%
Cc1cccc(N2CCN(c3ncnc4onc(-c5ccc(F)cc5)c34)CC2C)c1 (stereo unspecified),?
CCOC(=O)c1ccc(N2C(=O)c3n[nH]c(-c4cccs4)c3C2c2ccc(OC)cc2OC)cc1 (stereo unspecified),?
CN(C)c1ccc(NC(=O)CSc2nc3ccsc3c(=O)n2CCCCCC(=O)O)cc1,-14.9%
CC(NC(=O)CC(C)(C)CC(=O)O)c1cc2ccccc2o1 (stereo unspecified),12.6%
CN(C)C(CNC(=O)Cc1cccc(C(F)(F)F)c1)c1ccccc1 (stereo unspecified),10.9%
COc1ccc(S(=O)(=O)N2CCC(C(=O)NCCN3CCOCC3)CC2)cc1C,22.1%
CN1CC2(CCN(S(=O)(=O)c3cccnc3)CC2)CC1C(=O)N1CCOCC1 (stereo unspecified),-11.1%
CCN(CC)C(=O)C(C)[C@@H]1CC[C@@]2(C)CC[C@H](NC(=O)CC(C)(C)C)[C@@H](C)[C@@H]2[C@H]1O (stereo partly specified),-17.5%[86.2 µM]
Cc1ccc(C2CCN(C(=O)c3cnn(-c4ccc(C)cc4)c3C3CCN(C(=O)OC(C)(C)C)CC3)C2)cc1 (stereo unspecified),?
COc1ccccc1NC(=O)Cn1ccn2nc(-c3ccc(F)cc3)c(CO)c2c1=O,?
CCC(C)[C@H](NC(=O)c1cc2cc(Cl)ccc2n1C)C(=O)N1CCC(C(=O)O)CC1 (stereo partly specified),-8.6%
O=C(Cc1cccc(F)c1)N1CCC(Cc2noc(C3CCOCC3)n2)C1 (stereo unspecified),8.8%
CC(C)c1nc2cc(NC(=O)CNC(=O)c3ccco3)ccc2o1,13.0%
O=C(COC(=O)Cn1cnc2ccccc21)Nc1ccc(Cl)cc1C(F)(F)F,11.1%
CCOC(=O)c1c(C)c(C(=O)NCc2ccc(Cl)cc2)c(C)n1CC,-3.4%
Cc1ccc(-n2c(-c3ccccc3)cc(C=Nc3ccc(C)c(C)c3)c2-c2ccccc2)cc1,-3.6%
N/C(=C\C(=O)/C=C/c1cccs1)C(Cl)(Cl)Cl,?
O=C(NCc1cccc(F)c1)N1CCC(N2CC3CC(C2)[C@H]2CCCC(=O)N2C3)CC1 (stereo partly specified),-6.1%
COc1ccc([C@H]2C[C@@H](O)[C@@H](O)[C@@H]2NC(=O)c2cc(C)on2)cc1,13.0%[86.2 µM]
Cn1c(=O)c2c(ncn2CC(=O)NCCCO)n(C)c1=O,1.6%
COc1ccc(NC(=O)c2cc(-c3cccnc3)nc3ccccc23)cc1,8.5%
O=C(Nc1ccccc1C(=O)OCc1cc(=O)n2c3c(sc2n1)CCCC3)c1ccc(F)cc1,-22.8%
CCOc1ccccc1N1CCN(c2nc(-c3cccnc3)nc3ccccc23)CC1,-25.1%
COc1cccc([C@@H]2CN(C(=O)c3c(C)noc3C)C[C@H]2C(=O)O)c1OC,0.7%
CCc1cccc2c(C(=O)CN3C(=O)NC(C)(c4ccc5c(c4)OCCO5)C3=O)c[nH]c12 (stereo unspecified),1.5%
COC(=O)C(C)Oc1ccc2c(=O)c(Oc3ccccc3Br)coc2c1 (stereo unspecified),9.6%
O=Cc1ccc(N2CCN(C(=O)N3CCCC3)CC2=O)cc1,?
CC(C)CCNC(=O)Nc1ccc2c(c1)N(C)C(=O)c1ccccc1S2,-21.0%
O=C(Nc1ccc(-c2noc(-c3cccs3)n2)cc1)c1ccc(Br)o1,5.9%
Cc1noc(C)c1CCC(=O)Nc1nc(-c2ccc3c(c2)OCCO3)cs1,-14.2%
CSc1cccc(NC(=O)C2CC3C=CC2C3)c1 (stereo unspecified),-2.6%

# New compounds follow
SMILES,KDM5B inhibitor
CCC(C)NC(=O)c1cccc(N(C)C)c1 (stereo unspecified),-14.0%
Cc1ccc(Cl)c(OC(=O)c2nn(C(C)C)c(=O)c3ccccc23)c1,4.9%
Cc1ccc(NC(=O)N(Cc2c[nH]c3ccccc23)C2CCCCCC2)cc1C,-10.1%
Cc1cccc(C(=O)N2CCc3cc(CNC(=O)Cc4ccc(F)cc4)ccc32)c1,-14.4%
O=C(NC1CCCC1)c1ccc(Oc2ccccc2)cc1,8.1%
CC1(C)OC(=O)C(C(c2ccccc2)C(C#N)C(N)=O)=C(O)O1 (stereo unspecified),18.9%
CCC1CCCCN1C(=O)CCc1nc2ccccc2c(=O)[nH]1 (stereo unspecified),6.4%
CC(C)n1ncc2cc(NC(=O)c3cccc(S(=O)(=O)N4CCCC4)c3)cnc21,-12.9%
CN1C(=O)CCC2(CNC(=O)c3ccnn3C)CCC=C12 (stereo unspecified),-20.0%
COc1ccc(-c2cn[nH]c2-c2ccc(O)cc2O)cc1OC,?

# Structures listed above that bear a hit mark in KDM5B inhibitor:
SMILES,KDM5B inhibitor
CN1Cc2cccn2CC1CNC(=O)c1nn(C)c2ccccc12 (stereo unspecified),15.8µM*

# (more compounds)
SMILES,KDM5B inhibitor
Cc1cc(C(=O)N2CC(=O)N(C3CCCCC3)CC(OCc3ccccc3)C2)n(C)n1 (stereo unspecified),-6.7%
CC1=C[C@@H](CNS(C)(=O)=O)[C@H](C(C)C)C[C@H]1Cc1nc2ccccc2[nH]1,-10.5%[86.2 µM]
COCCCNC(=O)c1c(N)n(-c2ccccc2)c2nc3ccccc3nc12,?
CCc1ccc(C2C(C(=O)OC(C)C)=C(C)N=C3SCCC(=O)N32)cc1 (stereo unspecified),9.7%
Cc1cccc(N2CCN(C(=O)CS(=O)(=O)c3cccc4nsnc34)CC2C)c1 (stereo unspecified),?
CCNC(=O)c1ccc(CNC(=O)OC(C)(C)C)cc1,12.2%
CC(=O)Nc1cccc(C(=O)NCc2nc(C)cs2)c1,2.0%
O=C(/C=C/c1ccccc1Cl)Nc1ccccc1,12.8%
COc1ccccc1-c1noc(-c2ccc(N3CCOCC3)c([N+](=O)[O-])c2)n1,?
CN(Cc1ccccc1)C(=O)CCS(=O)(=O)c1cc(Br)cc2c1N(C(=O)C1CC1)CC2,-15.1%
CN1CCC(Oc2ccc(NC(=O)C3(c4ccccc4)CC3)cn2)CC1,-1.2%
CCc1cccc(C)c1NC(=O)CN1CCCN(Cc2ccc(C)cc2)S1(=O)=O,-5.5%
CCCCN1C(=O)c2[nH]nc(-c3ccccc3O)c2C1c1ccc(OCc2ccccc2)cc1 (stereo unspecified),-18.8%
CNC(=O)NC(=O)CSc1ccc(Br)cc1,22.1%
CCN(Cc1cccc(C)c1)Cn1ncc2cn(-c3ccccc3)nc2c1=O,10.8%
CC(C)CNC(=O)N1CC(Oc2ccc(-c3noc(C4CCOCC4)n3)cc2)C1,5.8%
Cc1ccc(CNC(=O)Cn2ccn(-c3ccc(F)cc3)c(=O)c2=O)cc1,-16.4%
Cc1ccc(C)c(C(O)Cn2ccn3nc(-c4cccs4)cc3c2=O)c1 (stereo unspecified),20µM*
c1ccc(Oc2ccc(CNc3ncccn3)cn2)cc1,-20.8%
Cc1c(Cl)cccc1-n1c(SCC(=O)NCc2ccccc2)nc2n[nH]c(C)c2c1=N,?
Cc1ccc(Oc2c(C(F)(F)F)oc3c(CN4CCCCC4)c(O)ccc3c2=O)cc1,-23.0%
O=C(Nc1cccnc1)c1cc(-c2ccccc2F)cc2c1OCCN2Cc1cccnc1,35.5µM*
CCN1CCN(C(=O)c2ccc(CNS(=O)(=O)c3cccc(OC)c3)cc2)CC1,-10.3%
Cc1ccc(S(=O)(=O)N2CCC(CC(=O)NCc3ccccc3)C2)c(C)c1 (stereo unspecified),-1.5%
Cc1ccc2nc(N3CCC(C(=O)N4CCN(c5cccc(C)c5C)CC4)CC3)[nH]c2c1,2.6%
O=S(=O)(NCCc1csc(-c2ccc(F)cc2)n1)c1ccc(F)cc1F,?
O=S(=O)(Nc1nc2ccccc2nc1NC1CCCC1)c1ccc2ccccc2c1,-4.5%
CCOC(=O)c1c(NC(=O)c2cc(Cl)ccc2Cl)sc2c1CCCC2,?
Cc1ccccc1OCCNC(=O)c1cc(=O)c2ccccc2o1,11.7%
CCCCC(=O)n1ccn(S(=O)(=O)c2ccc(C)cc2)c1=O,9.0%

# A different layout for 2 compounds above:
SMILES | KDM5B inhibitor
O=S(=O)(NCCc1csc(-c2ccc(F)cc2)n1)c1ccc(F)cc1F | ?
O=S(=O)(Nc1nc2ccccc2nc1NC1CCCC1)c1ccc2ccccc2c1 | -4.5%

# (listing goes on)
SMILES,KDM5B inhibitor
O=C(NCc1ccccc1)O[C@@H]1CO[C@H]2[C@@H]1OC[C@@H]2Nc1nccc(-c2ccc3c(c2)OCO3)n1,?
COc1cc(OC)cc(-c2nc(-c3cccc(C)c3)no2)c1,?
Cc1nn(C(=O)COc2ccc(Cl)cc2)c(C)c1Sc1ccccc1,-8.3%
O=CC1=C(c2ccccc2)SC(c2ccccc2)C(Cc2ccccc2)=C1 (stereo unspecified),20.8%
Cc1ccc(Cn2cnc3nc4c(cc3c2=O)CC(C)CC4)cc1 (stereo unspecified),-22.7%
CC(C)CC(NC(=O)c1cccc(-n2cnnc2)c1)c1ncnn1C (stereo unspecified),-6.2%
